FBW7 activator: activators of human E3 ligase FBW7; AlphaScreen FBW7–phospho-cyclin E peptide binding, activator screen; Q969H0; normalized activity (activation), % at 26.1 µM; AID 1259310; 650,000 tested, 0.13% active; in the data active = normalized activity above about 1.9%;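 note: purified mutant Fbw7 with reduced substrate affinity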
Target sequence (Q969H0 whole entry, looked up): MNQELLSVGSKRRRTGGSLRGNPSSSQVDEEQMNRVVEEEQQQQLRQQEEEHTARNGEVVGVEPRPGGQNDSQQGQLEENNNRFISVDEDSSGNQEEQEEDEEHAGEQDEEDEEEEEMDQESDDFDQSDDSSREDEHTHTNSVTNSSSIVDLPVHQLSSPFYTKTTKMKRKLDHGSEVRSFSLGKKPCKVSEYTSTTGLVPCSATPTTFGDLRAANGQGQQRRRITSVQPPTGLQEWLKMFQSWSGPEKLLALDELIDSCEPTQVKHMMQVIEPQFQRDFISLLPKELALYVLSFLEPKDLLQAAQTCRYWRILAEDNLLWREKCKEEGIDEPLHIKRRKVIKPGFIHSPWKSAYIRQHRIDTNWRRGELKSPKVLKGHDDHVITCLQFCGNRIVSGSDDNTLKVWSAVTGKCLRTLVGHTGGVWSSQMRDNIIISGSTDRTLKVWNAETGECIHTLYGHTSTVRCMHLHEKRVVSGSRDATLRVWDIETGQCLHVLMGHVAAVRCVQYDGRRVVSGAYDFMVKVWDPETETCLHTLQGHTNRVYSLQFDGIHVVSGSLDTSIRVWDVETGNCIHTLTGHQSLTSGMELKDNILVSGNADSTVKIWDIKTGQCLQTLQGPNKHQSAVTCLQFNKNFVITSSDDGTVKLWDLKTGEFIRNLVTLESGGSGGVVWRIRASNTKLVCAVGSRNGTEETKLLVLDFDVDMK
GPR151 ag: activates the human receptor GPR151 | PathHunter beta-arrestin GPR151 cells, luminescence | 650,000 tested, 1% active | Q8TDV0 | activation, % at 11.2 µM; in the data active = activation above about 4.9%;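 note: 0% = median of compound wells and 100% = cells with positive control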
Target sequence (Q8TDV0 whole entry, looked up): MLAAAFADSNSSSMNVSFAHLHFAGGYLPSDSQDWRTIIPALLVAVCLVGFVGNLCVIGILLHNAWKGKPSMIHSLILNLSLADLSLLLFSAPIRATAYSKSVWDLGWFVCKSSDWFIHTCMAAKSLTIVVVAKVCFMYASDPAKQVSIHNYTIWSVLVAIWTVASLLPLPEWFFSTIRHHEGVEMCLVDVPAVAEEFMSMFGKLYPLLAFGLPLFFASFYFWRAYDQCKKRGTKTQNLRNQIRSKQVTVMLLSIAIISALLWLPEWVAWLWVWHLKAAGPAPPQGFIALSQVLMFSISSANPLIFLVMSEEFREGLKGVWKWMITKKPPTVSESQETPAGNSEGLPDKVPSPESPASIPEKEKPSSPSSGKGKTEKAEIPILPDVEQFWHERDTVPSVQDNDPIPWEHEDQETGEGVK
TEAD-YAP inh: TEAD-YAP interaction inhibition; HEK-TIYL cells, TEAD-Gal4/YAP UAS-luciferase luminescence; inhibition, % at 9.12 µM; 640,000 tested, 1.4% active; in the data active = inhibition above about 32%;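 note: 0% = median of test compound wells and 100% = reference inhibitor wells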
MITF primary: blocks human microphthalmia-associated transcription factor; AlphaScreen MITF homodimerization, bead proximity signal; inhibition, % at 2.6 µM; 650,000 tested, 0.91% active; in the data active = inhibition above about 50%;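 note: 0% = vehicle wells with protein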
An asterisk follows results filed as active; / = not tested or not shown; & = joins results of further samples; ! = not active in a repeat.

Sequence of screens: FBW7 activator, GPR151 ag, TEAD-YAP inh, MITF primary
> COC(=O)[C@@H]1CCCN1Cc1ccc2c(c1)CN(Cc1cccn1-c1ncccn1)CCO2
  -0.1, 4.3, -1, -11
> O=C1NCCN(Cc2ccc(F)cc2)C1CC(=O)N1CC=C(c2ccccc2)CC1 (centres undefined)
  0.2, 2.5, -12, -8
> Cc1ccc(C)c(NC(=O)c2oc(C)nc2C)c1
  0.2, -0.1, -3, 15
> NC(=O)c1ccccc1NC(=O)/C(=C/c1ccccc1)c1ccccc1
  0.2, -0.7, 29, 19
> O=C(Nc1cnc2ccccc2c1)c1ccccc1Cl
  -0.1, -6.0, 78*, -15
> CNC(NC(=O)c1ccc(F)cc1)C(Cl)(Cl)Cl (centres undefined)
  0.0, 1.6, -9, 9
> COc1cc(OC)nc(Oc2ccccc2C(=O)NC(C)C(C)C)n1 (centres undefined)
  0.1, 1.9, -3, -5
> CCC(C)c1ccccc1OCC(=O)Nc1ccc(OC(C)=O)cc1C(=O)O (centres undefined)
  -0.2, 0.2, 5, 16
> CC12CN3CC(C)(CN(C1)C3c1cccc(Br)c1)C2O (centres undefined)
  0.1, -0.9, -5, 12
> COc1ccc(C2Nc3ccccc3C(=O)N2NC(C)=O)cc1 (centres undefined)
  0.0, 0.3, 9, 9
> Cn1nccc1Nc1ccc(-n2cc(CC(=O)NC3CC3)c3ccccc32)nn1
  0.1, 1.8, 0, 15
> Oc1oc(-c2ccccc2F)nc1C=Nc1ccc(Cl)cc1Cl
  0.0, 1.1, -6, -3
> COc1ccc(C=Nc2cccc3ncccc23)cc1
  -0.1, -0.4, -27, 7
> O=C(Cn1nc(-c2ccc(F)cc2)ccc1=O)Nc1ccccc1F
  -0.1, 1.7, -5, -6
> CC(C)OC(=O)C(=O)NNc1ccccc1
  0.0, 1.4, -7, 9
> C/C(N)=C(/C#N)C(=O)COC(=O)CCCc1nc2ccccc2s1
  -0.1, -1.2, 6, -12
> COc1ccc(N2CCN(c3ncnc4sc(C(=O)N5CCN(c6ccc(C)cc6)C(C)C5)c(C)c34)CC2)cc1 (centres undefined)
  0.0, -0.2, 5, 3
> COc1ccccc1N1CCN(C(=O)c2ccc(Sc3ccccc3Cl)c([N+](=O)[O-])c2)CC1
  -0.2, -0.6, -6, 6
> CCC(C(=O)NCc1ccc(C)cc1)n1c2ccccc2c2nc(=O)cc(C)n21 (centres undefined)
  -0.2, -0.9, 2, 5
> Cc1nc(-c2ccc(NS(=O)(=O)c3cc([N+](=O)[O-])ccc3C)cc2)cs1
  0.7, 3.1, 6, 1
> CC(=O)NCC(=O)OCC(=O)c1ccc(Oc2ccc([N+](=O)[O-])cc2)cc1
  0.0, -1.0, 3, 19
> O=C(NCC1CCCO1)c1ccc2c(=O)n(CCc3c[nH]c4ccccc34)c(=S)[nH]c2c1 (centres undefined)
  0.0, 0.9, -4, -4
> CCOc1ccccc1NC(=O)c1c(NCc2cc(OC)ccc2OC)sc2c1CCC2
  0.1, 0.9, 1, -8
> CC(Nc1c(-c2ccc(Cl)cc2)c(=O)c1=O)c1ccc2c(c1)OCCO2 (centres undefined)
  0.0, 1.9, 14, 13
> Cc1ncoc1C(=O)N1CCC(Oc2ccc(C(=O)NCCc3ccccc3)cc2)CC1
  -0.1, -0.5, 50*, -2
> C#Cc1cccc(NC(=O)c2cccs2)c1
  -0.2, 0.6, -41, -2
> COc1cc(NS(=O)(=O)c2c[nH]c3ccc([N+](=O)[O-])cc23)cc(OC)c1OC
  -0.2, -0.5, 3, -99
> COc1cccc(-c2cc(C(=O)N3CC(c4nc5ccccc5[nH]4)C3)[nH]n2)c1
  -0.2, 0.1, 19, 5
> CCOC(=O)C1=CN(C(C)C)C=C(C(=O)OCC)C1c1cc(Br)c(O)c(OC)c1
  -0.1, 2.8, 1, 4
> Cc1ccc(S(=O)(=O)N2CCC(c3nc4ccccc4o3)CC2)cc1
  -0.1, -0.2, 5, -7
> CC(=O)NC(C(=O)N1CCN(c2ccc3[nH]ncc3c2)CC1)c1ccc(Br)cc1 (centres undefined)
  -0.1, 1.9, -4, 6
> COc1cc(C)c(Cl)cc1S(=O)(=O)N1CCCC(C)C1 (centres undefined)
  0.1, -0.8, -2, 11
> CCSc1nnc2c(n1)OC(c1ccc(-c3ccc(F)cc3)o1)Nc1ccccc1-2 (centres undefined)
  -0.1, 2.2, -36, -2
> COc1ccc(NC(=O)Nc2ccc(Cl)cc2F)cc1OC
  0.4, -1.5, -29, 17
> CCCOc1ccc(/C(O)=C2/C(=O)C(=O)N(CCCN3CCOCC3)C2c2ccc(C(C)(C)C)cc2)cc1C (centres undefined)
  0.0, 0.9, 0, 11
> O=C1O[C@H](C(O)CO)C(O)=C1O (some centres undefined)
  -0.3&-0.1, -1.1&1.1, 0&-1, 76*!
> CCC(C)(C)NC(=O)C(c1c(F)cccc1Cl)N(C(=O)c1csnn1)C1CC1 (centres undefined)
  0.0, 0.1, 3, 2
> COc1ccccc1N1CCN(C2CCCN(C(=O)CCc3cnccn3)C2)CC1 (centres undefined)
  -0.1, -0.3, -8, -5
> COc1ccc(NC(=O)Nc2nnc(N3CCCCCC3)s2)c(OC)c1
  0.3, -1.0, -8, -4
> O=C(NCC(c1ccco1)N1CCOCC1)c1ccco1 (centres undefined)
  0.2, -0.3, -4, 10
> CCCc1ccc(OCC(=O)N/N=C\c2cccc(OC)c2)cc1
  -0.2, -0.9, 13, -25
> CC(=O)c1cc(C#N)c(SCC(=O)c2ccc(O)c(O)c2)nc1C
  0.3, -1.2, -2, 46
> Cc1ccc(C2CC(c3cccs3)=NN2C(=O)CSc2nnc(CNC(=O)c3cccc(C)c3)n2C)cc1 (centres undefined)
  -0.1, -0.3, 16, 1
> c1ccc2c(c1)OC13CCCCC1C2NCC3 (centres undefined)
  -0.1, 1.2, 1, 4
> COc1ccc(C(=O)N/C(=C\c2ccc([N+](=O)[O-])cc2)C(=O)Nc2ccc(C)c(F)c2)cc1Br
  0.0, -0.9, 1, -4

The closing five entries of the part before come first, to join the parts:
Sequence of screens: FBW7 activator, GPR151 ag, TEAD-YAP inh, MITF primary
> CCCc1ccc(OCC(=O)N/N=C\c2cccc(OC)c2)cc1
  -0.2, -0.9, 13, -25
> CC(=O)c1cc(C#N)c(SCC(=O)c2ccc(O)c(O)c2)nc1C
  0.3, -1.2, -2, 46
> Cc1ccc(C2CC(c3cccs3)=NN2C(=O)CSc2nnc(CNC(=O)c3cccc(C)c3)n2C)cc1 (centres undefined)
  -0.1, -0.3, 16, 1
> c1ccc2c(c1)OC13CCCCC1C2NCC3 (centres undefined)
  -0.1, 1.2, 1, 4
> COc1ccc(C(=O)N/C(=C\c2ccc([N+](=O)[O-])cc2)C(=O)Nc2ccc(C)c(F)c2)cc1Br
  0.0, -0.9, 1, -4
> COc1cc(C2N(Cc3ccccc3)CCN2Cc2ccccc2)ccc1OC(C)=O
  -0.1, -0.3, 11, -2
> N#Cc1ccccc1OCCCCn1cncn1
  0.0, 1.0, -2, -5
> O=C(CCCn1c(SCC(=O)c2ccccc2)nc2ccccc2c1=O)NCc1cccc(Cl)c1
  -0.1, -0.9, 0, -4
> CC(C)c1ccc2oc(-c3ccc(NC(=O)COc4ccc(Cl)cc4)cc3)nc2c1
  0.0, -1.0, -6, 9
> Cc1ccc(NC2=NCC(=O)N2Cc2ccccc2)c(C)c1
  0.0, 0.5, 15, 10
> O=C(O)C1=NN(c2ccccn2)C(=O)CC1
  -0.8, -0.8, -39, 77*
> CCOC(=O)N1CCN(C(=O)CNC(=S)N(Cc2cccs2)C2CCCC2)CC1
  0.0, -1.6, 2, 6
> O=C(NNC1=C(C(=O)C(F)(F)F)CCC1)c1ccncc1
  -0.1, 2.8, -5, -5
> CCC(=O)Nc1cccc(NC(=O)COc2ccc([N+](=O)[O-])cc2)c1
  0.0, 12*, 3, 8
> O=C(Nc1ccc(Br)c(C(=O)c2ccccc2Cl)c1)c1ccc(S(=O)(=O)N2CCc3ccccc3C2)cc1
  0.0, -0.8, 8, -1
> CC(N)C(=O)NC(CCCCN)C(=O)O (centres undefined)
  -0.1, 0.4, -6, -8
> COC(=O)c1ccc(/C=C2\SC(=S)N(Cc3cccnc3)C2=O)cc1
  -0.2, 0.0, 10, -12
> CCOCCCNC(=O)c1cc(Nc2ccc(C)c(C)c2)nc2ccccc12
  0.0, -1.0, -6, 4
> O=C(c1ccco1)N1CCN(S(=O)(=O)c2c[nH]c(=O)[nH]c2=O)CC1
  0.1, -1.5, -1, 6
> COc1ccc(C(c2nnnn2Cc2ccc(F)cc2)N2CCCC2)cc1OC (centres undefined)
  0.0, 0.7, 3, -6

Structures above containing a cyano group (3):
Sequence of screens: FBW7 activator, GPR151 ag, TEAD-YAP inh, MITF primary
> C/C(N)=C(/C#N)C(=O)COC(=O)CCCc1nc2ccccc2s1
  -0.1, -1.2, 6, -12
> CC(=O)c1cc(C#N)c(SCC(=O)c2ccc(O)c(O)c2)nc1C
  0.3, -1.2, -2, 46
> N#Cc1ccccc1OCCCCn1cncn1
  0.0, 1.0, -2, -5

The listing continues.
Sequence of screens: FBW7 activator, GPR151 ag, TEAD-YAP inh, MITF primary
> CCC1CN(Cc2ccco2)Cc2cc(OC)ccc2O1 (centres undefined)
  -0.2, -0.1, 2, 13
> O=C(NC(C(=O)c1ccccc1)N1CCCCC1)c1ccco1 (centres undefined)
  -0.1, -1.2, -4, 5
> Cn1c2ccc(F)cc2c2nnc(SCC(=O)NCc3ccccc3)nc21
  0.7, 0.5, -12, 3
> COc1cc(/C=C2/C(=O)NN(c3ccccc3)C2=O)cc(I)c1O
  -0.2, -0.3, 2, 9
> OC1(c2ccco2)CSC(=Nc2cccnc2)N1C1CC1 (centres undefined)
  -0.1, 2.8, -18, 8
> CSCCC(NS(=O)(=O)c1cccc(C(F)(F)F)c1)C(=O)NCc1ccco1 (centres undefined)
  -0.1, -0.3, 11, 1
> COc1ccc(C(=O)N2CCCC(N3CCN(c4ccccc4OC)CC3)C2)cc1C (centres undefined)
  0.3, 0.6, 15, 8
> COc1ccc2nc3oc(C(=O)N4CCN(c5ccc(C(C)=O)cc5)CC4)cc3cc2c1
  -0.2, 0.6, 0, 4
> Cc1cccc(OCCNC(=O)c2ncn[nH]2)c1
  -0.1, -1.1, -6, 6
> COc1cccc(C(=O)N2CCC3(CC2)CC3C(=O)N2CCN(C3CCCCC3)CC2)c1 (centres undefined)
  -0.2, 0.8, -7, -15
> O=C(Cc1ccc(F)cc1)Nc1cc(Nc2ccccc2CO)c(C(F)(F)F)cn1
  0.1, -1.5, 62*, 3
> Cc1cc(C2C(C#N)=C(N)N(c3ccccc3Cl)C3=C2C(=O)CC(c2ccccc2)C3)c(C)s1 (centres undefined)
  0.0, 0.2, 3, 57*
> COCCNc1nc2c(c(=O)n(C)c(=O)n2C)n1Cc1ccccc1Cl
  0.2, -1.0, -9, 15
> O=C(CCc1ccccc1)NCc1ccco1
  -0.2, -0.4, -32, 2
> CN(CC(=O)Nc1ccc(N2CCOCC2)cc1)Cc1c(O)ccc2ccccc12
  -0.1, 4.5, -2, -149
> Cc1c(O)ccc(C(=O)CN2CCN(c3ccccc3)CC2)c1O
  0.0, -0.2, -1, 8
> COc1ccc(-c2noc(CCC(=O)N(C)c3cccc(C)c3)n2)cc1
  -0.1, 1.3, 11, 5
> CN1CCN(CCNC(=O)Nc2ccc([N+](=O)[O-])cc2)CC1
  -0.1, 2.6, 2, -5
> CCCCc1ccc(C(=O)Nc2ccncc2)cc1
  -0.1, -2.2, 13, -2
> CCOC(=O)c1ccc(N2C(=O)C3C4C=CC(C(OC(C)=O)OC(C)=O)(O4)C3C2=O)cc1 (centres undefined)
  0.1, -1.0, 4, 0
> C(=N\Nc1nc2ccccc2[nH]1)/c1cn(Cc2ccccc2)nc1-c1cccnc1
  -0.2, 0.4, -11, 0
> O=[N+]([O-])c1cccc(/C=N/n2c(-c3ccncc3)n[nH]c2=S)c1
  0.3, -1.9, -9, 23
> O=C(CN1C(=O)NC(Cc2c[nH]c3ccccc23)C1=O)N1CCN(Cc2ccccc2)CC1 (centres undefined)
  0.0, 0.2, 15, 0
> O=C(Nc1c2c(nn1-c1ccc(Cl)cc1)CSC2)c1cccc(Cl)c1
  0.2, -1.6, -3, 12
> O=[N+]([O-])c1cc(C(F)(F)F)cc([N+](=O)[O-])c1NCCCO
  -0.2, 1.5, -4, -21
> O=C(NCCN1CCOCC1)c1cc2nc(-c3ccco3)cc(C(F)(F)F)n2n1
  0.1, 0.8, 7, 6
> c1ccc(CNc2nc(N3CCCCC3)nc3ccccc23)cc1
  0.0, -1.2, 12, 12
> COc1ccccc1N1CCN(C2CCCN(C(=O)c3n[nH]c4c3CCC4)C2)CC1 (centres undefined)
  -0.1, -0.1, 15, 1
> Brc1cnc(Nc2ccccc2)nc1
  -0.5, 0.5, -22, -1
> COc1ccc(Cl)cc1NC(=O)NNC(=O)c1ccccc1Br
  0.0, 0.8, -3, 15
> Cc1ccc(C(=O)Nc2c3c(nn2-c2ccc(F)cc2)CSC3)cc1[N+](=O)[O-]
  0.0, 0.6, 1, -4
> COc1cccc(N2C(=O)CN(C(=O)Cc3ccccc3OC)CC2C)c1 (centres undefined)
  0.1, 1.1, 9, -9
> CCCCN(CC)C(=O)Cn1cnc2scc(-c3ccccc3)c2c1=O
  -0.1, 0.1, 9, 3
> Cc1ccccc1NC(=O)C1CCN(C(=O)NC2CCCCC2)CC1
  -0.1, 0.4, 7, 8
> CCCCC[C@H](O)/C=C/[C@H]1C(=O)C[C@H](O)[C@@H]1C/C=C\CCCC(=O)OCC(O)CO (some centres undefined)
  /, 1.2, /, 71*
> CCOCc1nc2c(c(=O)[nH]1)C1(CCCC1)Cc1ccccc1-2
  0.1, -0.8, 3, 1

An unsorted share of the library; overall some 3.4% were active at least once.
